Assay outcomes: PubChem, National Center for Advancing Translational Sciences (NCATS)
Giardia kill: Giardia lamblia killing | Giardia lamblia trophozoite viability | activity change, % at 7.66 µM, hits read low | actives 0.15% (n = 340,000) | AID 540267; in the data active means activity change below about -80%; inconclusive means between about -30% and that limit;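 further: parasites exposed to compound for two days anaerobically before the ATP read; on the % scale 0 is the no-effect control and ±100 the full control effect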
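Giardia lamblia trophozoites (100 cells/well) were incubated with compounds for 48 h at 37 deg C under anaerobic conditions. Viability was read as ATP content by one-step luminescence after 15-30 min at room temperature.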
TSHR antagonist: antagonists of human thyroid stimulating hormone receptor; P16473; TSHR-expressing cells, TSH-stimulated cAMP HTRF, 2 h; stronger effect = lower value; activity change, negative = inhibition, % at 11.5 µM; actives 0.2% (n = 330,000); AID 504810;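 active means activity change below a set negative limit, meaning inhibition stronger than a set level, cut at about -70% in these data; inconclusive means activity change between two set negative limits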; further: on the % scale 0 is the no-effect control and ±100 the full control effect
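Competitive HTRF cAMP read-out (cryptate anti-cAMP antibody, cAMP-d2; 30 min, room temperature) in freshly harvested TSHR cells. Compounds added before TSH at EC80 (4nM final), followed by 2 hours' incubation at 37 deg C.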
Tb PFK inh: inhibitors of T. brucei phosphofructokinase | O15648 | T. brucei PFK, ADP-Glo luminescence | Potency, µM (highest dose often 57.5 µM), without a hit: at the top dose activity, negative = inhibition, hits mostly inhibitors | actives 0.17% (n = 330,000);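 further: potency means the concentration at half of the fitted maximal effect; 0% = uninhibited 1x PFK enzyme wells and -100% = no-enzyme wells; nearly all actives have a fitted effect of over 60% in size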
Target sequence (O15648 whole entry, looked up): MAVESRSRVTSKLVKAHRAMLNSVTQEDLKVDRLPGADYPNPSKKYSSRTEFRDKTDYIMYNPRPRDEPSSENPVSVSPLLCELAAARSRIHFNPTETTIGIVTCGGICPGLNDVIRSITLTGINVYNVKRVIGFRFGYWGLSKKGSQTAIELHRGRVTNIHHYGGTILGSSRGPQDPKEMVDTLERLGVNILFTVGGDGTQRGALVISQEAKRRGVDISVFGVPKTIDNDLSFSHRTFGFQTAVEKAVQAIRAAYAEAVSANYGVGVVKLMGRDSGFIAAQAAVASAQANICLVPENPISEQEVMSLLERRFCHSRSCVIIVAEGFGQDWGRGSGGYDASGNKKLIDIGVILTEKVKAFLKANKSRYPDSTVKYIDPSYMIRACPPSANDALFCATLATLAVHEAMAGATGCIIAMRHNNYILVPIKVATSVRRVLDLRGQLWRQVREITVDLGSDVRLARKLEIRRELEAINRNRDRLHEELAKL
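Activity is normalized to no-enzyme wells (full inhibition) and 1.25 nM enzyme wells (no inhibition). Reaction: 0.5 mM F6P, 0.1 mM ATP, 45 min RT, ADP-Glo luminescence; concentration-response curves fitted and classed by quality.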
Coupling enz: coupling enzyme interference in Giardia aldolase counter-screen; coupling enzyme system counterscreen, AmpLite Red fluorescence; activity change, negative = inhibition, % at 58.2 µM, hits read low; actives 0.67% (n = 290,000); AID 2472; in the data active means activity change below about -30%; further: on the % scale 0 is the no-effect control and ±100 the full control effect
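Final compound at 57.5 uM, incubated 10 min at RT with coupling enzyme reagent (glyceraldehyde-3-phosphate), then 20 min with substrate and AmpLite Red detection. Fluorescence read at 525/598 nm; tests interference with the coupling assay, not aldolase inhibition.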
AT treatment: candidate therapy for ataxia-telangiectasia. actives 0.19% (n = 320,000). […] A-T fibroblasts, KAP-1 phosphorylation AlphaLISA; neocarzinostatin DNA damage 30 min before lysis. AID 485349. Potency, µM (series often up to 57.5 µM), without a hit: at the highest dose activation, actives largely listed as activators; further: potency means the concentration at half of the fitted maximal effect; % of control where 0% means no effect; nearly all actives have a fitted effect of over 45% in size
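hTERT-immortalized A-T patient fibroblasts ([…]), 500 cells/well in OPTI-MEM, 1% FBS, got compounds for 60 min, then NCS for 30 min at 37C. Lysates were then assayed for phospho-KAP-1 by AlphaLISA (anti-pKAP1 donor, anti-KAP1 acceptor beads), 6 hr at 25C.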
TCR act: activates T cell receptor signaling. primary human leukocytes, anti-CD3, IL-2 HTRF, 48 h. Potency, µM (titrated, usually from 9.22 µM), for inactives: at the highest dose activation of IL-2 secretion, usual class: activators. 330,000 tested, under 10 active; further: % of control where 0% means no effect
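1) Mix primary human leukocytes, a-CD3 beads and compound. 2) Incubate 48 hr. 3) Add HTRF IL-2 reagents (a-IL-2-K, a-IL-2-d2).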
BCR signal inh: inhibitors of chronic active B-cell receptor signaling; ABC-DLBCL IkBa-CBG/CBR reporter, luminescence ratio, 4 h; actives 0.05% (n = 340,000); AID 493014; Potency, µM (titrated, usually from 46.1 µM), for the others: at the highest dose ratio change, negative = lower green/red ratio, usual class: inhibitors; active means well fitted inhibition curve with a large enough effect in the signal ratio, with a control signal flat, not every such curve was filed as active; inconclusive means small, poorly fitted or top-dose-only effect, or effect the other way, or a change in a side signal; the % refers to the signal ratio;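 further: potency means the concentration at half of the fitted maximal effect; plate controls were basal doxycycline-induced cells for no effect and cells given 10 µM MG132 for full effect; MG132 reads +100%, hits lower the ratio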
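Compounds up to 46 uM were incubated four hours with TMD8 cells whose green CBG68 luciferase is fused to IkappaBalpha; red CBR luminescence normalised the signal, and concentration-effect curves were fitted to fusion, red and ratio data.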
GALK inh: inhibitors of human galactokinase; P51570; Purified GALK, Kinase-Glo residual ATP luminescence; Potency, µM (series often up to 57.5 µM), for the others: top-dose activity change, negative = inhibition, actives largely listed as inhibitors; actives 0.007% (n = 270,000); AID 1868; further: potency means the concentration at half of the fitted maximal effect; on the % scale 0 is the no-effect control and ±100 the full control effect
Target sequence (P51570 whole entry, looked up): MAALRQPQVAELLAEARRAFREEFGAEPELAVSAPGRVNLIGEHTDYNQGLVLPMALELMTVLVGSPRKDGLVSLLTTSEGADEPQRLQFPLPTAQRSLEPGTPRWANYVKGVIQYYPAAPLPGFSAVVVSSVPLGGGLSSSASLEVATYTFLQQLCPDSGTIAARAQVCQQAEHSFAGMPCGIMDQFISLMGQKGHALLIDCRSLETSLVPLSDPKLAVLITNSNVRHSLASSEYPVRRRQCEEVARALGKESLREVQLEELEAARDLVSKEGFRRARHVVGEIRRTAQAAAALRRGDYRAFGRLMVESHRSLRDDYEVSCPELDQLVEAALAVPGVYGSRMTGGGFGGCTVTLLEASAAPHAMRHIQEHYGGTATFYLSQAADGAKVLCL
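Luminescence from leftover ATP (Ultra-Glo luciferase/luciferin) served as read-out after a 1 h room-temperature reaction of 5 nM GALK with 35 uM ATP and 100 uM galactose.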
hERG WT inh: inhibitors of human wildtype KCNH2 potassium channel; actives 0.37% (n = 340,000); AID 720551; Q12809; U2OS, BacMam KCNH2, thallium flux FluxOr; stronger effect = lower value; activity change, % at 1.84 µM;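 active means maximum activity change below -70%; inconclusive means maximum activity change between -70% and -50%; inactive means maximum activity change above -50%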; further: on the % scale 0 is the no-effect control and ±100 the full control effect
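U2OS cells transduced with wild-type KCNH2 virus are loaded with FluxOr dye for 45 min, and thallium flux is measured in kinetic reads before and after stimulation buffer. Rate constants are normalized to DMSO controls.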
CXXC DNA block: MLL CXXC-DNA interaction inhibition. Q03164. MLL-CXXC / FITC-HOXA9 DNA fluorescence polarization. Potency, µM (top dose mostly 115 µM), without a hit: at the highest dose activity change, negative = inhibition, actives largely listed as inhibitors. actives 0.037% (n = 290,000). AID 2662; active means well fitted inhibition curve with a large enough effect in the polarisation, with a control signal flat, not every such curve was filed as active; inconclusive means small, poorly fitted or top-dose-only effect, or effect the other way, or a change in a side signal; inactive means no such curve, though single readings can be large or run the other way; the % refers to the polarisation; further: potency means the concentration at half of the fitted maximal effect
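Fluorescence polarization: 7 uM MLL-CXXC (stock) preincubated 5 min with compounds, then 50 nM fluorescein-HOX-A9 DNA (stock) added; 30 min ambient. Buffer 50 mM Tris-HCl pH 7.5, 50 mM NaCl, 1 mM DTT, 0.05% BSA.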
Active calls of the source: *; [ ] = remark or other dose. Unless noted, the call rests on the fitted dose curve; in most records, active means well fitted curve in the direction sought with a large enough effect; inconclusive means small, poorly fitted or top-dose-only effect, or another doubt; inactive means no such curve, though single readings can be large; an effect the other way counts as inactive or inconclusive.

Results for CC(C)(C)c1ccccc1NC(=O)Cn1c(=O)cnc2ccccc21 ?
Giardia kill: 32[activator]; TSHR antagonist: 19; Tb PFK inh: 0%; Coupling enz: -1; AT treatment: 6%; TCR act: -2%[46.1 µM]; BCR signal inh: inconclusive; GALK inh: 1%; hERG WT inh: inactive; CXXC DNA block: 11%

What do the screens show for `Cc1ccc(C(=O)Nc2ccccc2C(=O)N2CCCC2)cc1[N+](=O)[O-]`?
Giardia kill: -3; TSHR antagonist: -2; Tb PFK inh: -5%; Coupling enz: 2; AT treatment: 1%; TCR act: -2%[46.1 µM]; BCR signal inh: 0%; GALK inh: 1%; hERG WT inh: -1; CXXC DNA block: -7%

What do the screens show for `COc1ccc(NC(=O)CSc2nnc(C3CC3)n2C)cc1`?
Giardia kill: -13; TSHR antagonist: 14; Tb PFK inh: -5%; Coupling enz: 2; AT treatment: -2%; TCR act: 1%; BCR signal inh: -7%; GALK inh: 5%; hERG WT inh: -15; CXXC DNA block: -3%

Results for Cc1noc(NS(=O)(=O)c2ccc(N/C=C/C(=O)c3ccncc3)cc2)c1C ?
Giardia kill: -1; TSHR antagonist: 17; Tb PFK inh: -1%; Coupling enz: 6; AT treatment: 1%; TCR act: 2%; BCR signal inh: 12%; GALK inh: -6%; hERG WT inh: -11; CXXC DNA block: 13%

What do the screens show for `O=C(COC(=O)CCC1CCCC1)Nc1cccc(S(=O)(=O)N2CCOCC2)c1`?
Giardia kill: 1; TSHR antagonist: -1; Tb PFK inh: -14%; TCR act: 1%; BCR signal inh: -28%; hERG WT inh: -4

Results for Cc1occc1C(=O)Nc1cc(S(=O)(=O)N2CCOCC2)ccc1OC(C)C ?
Giardia kill: 14; TSHR antagonist: 2; Tb PFK inh: 0%; AT treatment: 7%; TCR act: -3%; BCR signal inh: inconclusive; hERG WT inh: -19

Results for COc1ccc(CNCC(O)COc2cccc3c2OC(C)(C)C3)cc1 (stereo not drawn) ?
Giardia kill: -21; TSHR antagonist: -7; Tb PFK inh: -2%; Coupling enz: 0; AT treatment: 8%; TCR act: -2%; BCR signal inh: inconclusive; GALK inh: 5%; hERG WT inh: 8; CXXC DNA block: 0%

Results for O=C(Cn1cnc2ccccc2c1=O)Nc1ccc2c(c1)OCCO2 ?
Giardia kill: 2; TSHR antagonist: 3; Tb PFK inh: 3%; Coupling enz: 5; AT treatment: 4%; TCR act: -1%; BCR signal inh: 0%; GALK inh: 3%; hERG WT inh: 18; CXXC DNA block: 2%

Results for O=C1CCCN1c1ccc(S(=O)(=O)NCc2ccco2)cc1 ?
Giardia kill: 3; TSHR antagonist: 1; Tb PFK inh: -4%; Coupling enz: 4; AT treatment: 2%; TCR act: -1%; BCR signal inh: -3%; GALK inh: 3%; hERG WT inh: -6; CXXC DNA block: -1%

What do the screens show for `Cn1c(=O)oc2cc(S(=O)(=O)N3CCN(Cc4ccc5c(c4)OCO5)CC3)ccc21`?
Giardia kill: 14; TSHR antagonist: -3; Tb PFK inh: -1%; Coupling enz: -1; AT treatment: 4%; TCR act: 0%; BCR signal inh: 2%; GALK inh: -2%; hERG WT inh: -1; CXXC DNA block: 5%

Results for CCNC(=O)NCCc1c[nH]c2ccc(Cl)cc12 ?
Giardia kill: -2; TSHR antagonist: 12; Tb PFK inh: inconclusive; Coupling enz: -3; AT treatment: 4%; TCR act: -21%; BCR signal inh: -14%; GALK inh: -1%; hERG WT inh: -12; CXXC DNA block: -1%

How did CCCCC(CC)C(=O)Nc1cc(C(=O)NCc2ccc(C)cc2)ccc1N1CCC2(CC1)CC(c1cccc(Br)c1)=NO2 (stereo not drawn) do in these assays?
Giardia kill: -7; TSHR antagonist: -8; Tb PFK inh: 0%; AT treatment: 8%; TCR act: 0%; BCR signal inh: -1%; hERG WT inh: -4

Entries from the list above that contain a halogen (2):
Results for CCNC(=O)NCCc1c[nH]c2ccc(Cl)cc12 ?
Giardia kill: -2; TSHR antagonist: 12; Tb PFK inh: inconclusive; Coupling enz: -3; AT treatment: 4%; TCR act: -21%; BCR signal inh: -14%; GALK inh: -1%; hERG WT inh: -12; CXXC DNA block: -1%

How did CCCCC(CC)C(=O)Nc1cc(C(=O)NCc2ccc(C)cc2)ccc1N1CCC2(CC1)CC(c1cccc(Br)c1)=NO2 (stereo not drawn) do in these assays?
Giardia kill: -7; TSHR antagonist: -8; Tb PFK inh: 0%; AT treatment: 8%; TCR act: 0%; BCR signal inh: -1%; hERG WT inh: -4

(listing goes on)
How did O=C(Cn1nc(-c2ccccc2)c2ccccc2c1=O)NCCN1CCOCC1 do in these assays?
Giardia kill: -11; TSHR antagonist: 0; Tb PFK inh: -1%; Coupling enz: -3; AT treatment: 12%; TCR act: -5%; BCR signal inh: 1%; GALK inh: 0%; hERG WT inh: 9; CXXC DNA block: -3%

What do the screens show for `CCOC(=O)c1c(C)[nH]c(C)c1S(=O)(=O)NCCc1sccc1C`?
Giardia kill: 1; TSHR antagonist: 15; Tb PFK inh: 1%; Coupling enz: 0; AT treatment: -9%; TCR act: -9%; BCR signal inh: -11%; GALK inh: -7%; hERG WT inh: -1; CXXC DNA block: -20%

Results for Cc1ccc(NC(=O)CSc2nnc(CNC(=O)c3ccccc3F)o2)cc1 ?
Giardia kill: -9; TSHR antagonist: 28; Tb PFK inh: 2%; Coupling enz: 3; AT treatment: 4%; TCR act: -1%; BCR signal inh: 7%; GALK inh: -1%; hERG WT inh: inactive; CXXC DNA block: inconclusive

What do the screens show for `CCCCCOC(=O)CCN1C(=O)/C(=C2\SC(=S)N(CCC(=O)OCCCCC)C2=O)SC1=S`?
Giardia kill: -12; TSHR antagonist: 28; Tb PFK inh: -26%; Coupling enz: -2; AT treatment: 3%; TCR act: 5%; BCR signal inh: inconclusive; GALK inh: 2%; hERG WT inh: -1; CXXC DNA block: 3%

How did O=C(NCc1cccc(Cl)c1)c1cccc(C(F)(F)F)c1 do in these assays?
Giardia kill: 9; TSHR antagonist: 8; Tb PFK inh: 0%; Coupling enz: -3; AT treatment: 1%; BCR signal inh: 8%; GALK inh: 2%; hERG WT inh: -13; CXXC DNA block: -12%

How did Cc1cccc(C)c1N1C(=O)c2ccccc2C1=O do in these assays?
Giardia kill: 3; TSHR antagonist: 0; Tb PFK inh: 4%; Coupling enz: 3; AT treatment: 1%; TCR act: -13%; BCR signal inh: 9%; GALK inh: 0%; hERG WT inh: -4; CXXC DNA block: -3%

What do the screens show for `COc1ccccc1C(=O)NC1CCCc2ccccc21` (stereo not drawn)?
Giardia kill: 36[activator]; TSHR antagonist: 8; Tb PFK inh: -4%; Coupling enz: 3; AT treatment: 3%; TCR act: 1%; BCR signal inh: inconclusive; GALK inh: -2%; hERG WT inh: -4; CXXC DNA block: -6%

How did COC(=O)c1cc(S(=O)(=O)N(C)C2CCCCC2)oc1C do in these assays?
Giardia kill: 3; TSHR antagonist: -9; Tb PFK inh: -1%; Coupling enz: 7; AT treatment: 6%; TCR act: 3%; BCR signal inh: -7%; GALK inh: 1%; hERG WT inh: -1; CXXC DNA block: -3%

Results for COC(=O)c1nc(NC(=O)c2ccccc2Br)n[nH]1 ?
Giardia kill: 0; TSHR antagonist: -8; Tb PFK inh: -2%; Coupling enz: 3; AT treatment: 0%; TCR act: -5%; BCR signal inh: 6%; GALK inh: -8%; hERG WT inh: -1; CXXC DNA block: 77%[activator]

How did COc1ccccc1NC(=O)COC(=O)C1CC(=O)N(c2ccc3c(c2)OCCO3)C1 (stereo not drawn) do in these assays?
Giardia kill: 5; Tb PFK inh: 3%; AT treatment: 0%; TCR act: -2%; BCR signal inh: 2%; hERG WT inh: 2

Results for Cn1cccc1/C=C(\C#N)c1ccccc1 ?
Giardia kill: -24; TSHR antagonist: -23; Tb PFK inh: -1%; Coupling enz: 3; AT treatment: -1%; TCR act: 3%; BCR signal inh: -6%; GALK inh: 4%; hERG WT inh: 14; CXXC DNA block: 10%

Results for CCOc1cc(/C=N/NC(=O)C(=O)NC)cc(Br)c1O ?
Giardia kill: 11; TSHR antagonist: -2; Tb PFK inh: 7%; Coupling enz: 1; AT treatment: -6%; TCR act: -13%[46.1 µM]; BCR signal inh: 4%; GALK inh: -2%; hERG WT inh: 0; CXXC DNA block: -7%

What do the screens show for `CCCC(=O)N1CCN(c2ccc(NC(=O)c3ccc4c(c3)OCCO4)cc2)CC1`?
Giardia kill: 0; TSHR antagonist: 10; Tb PFK inh: -3%; Coupling enz: -3; AT treatment: 11%; TCR act: -4%; BCR signal inh: 1%; GALK inh: 4%; hERG WT inh: -6; CXXC DNA block: -3%
